Bioassay records: PubChem BioAssay, Sanford-Burnham Center for Chemical Genomics
NTR1 agonist: NTR1-driven beta-arrestin-GFP spot formation – imaging, U2OS cells, high content, primary screen (AID 493036). P30989. activation, % at 20 µM. 330,000 tested, 0.17% active. agonist mode;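 active means activation at or above 40% of the spot to cytoplasm intensity ratio, with at least 20 cells analyzed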;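 further: 0% = DMSO without peptide and 100% = 100 nM NTR1 peptide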
Target sequence (P30989 whole entry, looked up): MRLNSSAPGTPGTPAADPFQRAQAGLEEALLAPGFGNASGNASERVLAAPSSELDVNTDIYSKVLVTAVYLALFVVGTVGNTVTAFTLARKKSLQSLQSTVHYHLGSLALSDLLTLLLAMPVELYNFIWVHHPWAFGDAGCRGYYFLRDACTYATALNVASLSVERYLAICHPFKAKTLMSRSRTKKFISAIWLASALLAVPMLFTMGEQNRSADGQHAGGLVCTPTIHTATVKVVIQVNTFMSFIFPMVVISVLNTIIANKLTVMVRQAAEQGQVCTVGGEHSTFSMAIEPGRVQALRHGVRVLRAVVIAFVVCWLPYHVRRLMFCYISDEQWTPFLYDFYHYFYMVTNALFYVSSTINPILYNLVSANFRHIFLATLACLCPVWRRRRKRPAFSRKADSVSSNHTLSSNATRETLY
NTR1 agonist cell count 20 µM: recorded beside NTR1 agonist, whose call it bears; cell count; measured here: cell count, cytotoxicity flag
Starred values were filed as active, the others as inactive. This is a subset (hit frequency here may not be typical).

Preview:
SMILES	NTR1 agonist	NTR1 agonist cell count 20 µM
O=C(CN1C(=O)C(=O)N(C2CCCC2)C1=O)Nc1ccc(F)cc1F	-0.6	58
CC[C@]12c3[nH]c4ccc(OC)cc4c3CCN1C(=O)C(CC(=O)NCc1ccco1)C[C@@H]2C(=O)N1CCN(C(=O)c2ccco2)CC1 (stereo partly drawn)	1.5	55
CC1(C2CC2)NC(=O)N(CC(=O)N2CCN(c3ccccc3Cl)CC2)C1=O (stereo not drawn)	-0.3	66

Results, from the start:
SMILES	NTR1 agonist	NTR1 agonist cell count 20 µM
O=C(CN1C(=O)C(=O)N(C2CCCC2)C1=O)Nc1ccc(F)cc1F	-0.6	58
CC[C@]12c3[nH]c4ccc(OC)cc4c3CCN1C(=O)C(CC(=O)NCc1ccco1)C[C@@H]2C(=O)N1CCN(C(=O)c2ccco2)CC1 (stereo partly drawn)	1.5	55
CC1(C2CC2)NC(=O)N(CC(=O)N2CCN(c3ccccc3Cl)CC2)C1=O (stereo not drawn)	-0.3	66
Cc1nn(Cc2ccccc2)c(C)c1CNC(=O)CN=C1NS(=O)(=O)c2ccccc21	0.9	50
CC(C(=O)NCc1cccs1)N1CCN(S(=O)(=O)c2ccc3c(c2)OCCCO3)CC1 (stereo not drawn)	1.5	60
COc1cc(OC)c2c(-c3ccccc3)cc(=O)oc2c1C(CCN1CCOCC1)c1ccc(N(C)C)cc1 (stereo not drawn)	3.2	51
O=C(O)c1cc(N/C(=N\S(=O)(=O)c2ccc(F)cc2)c2ccccc2)ccc1O	-1.8	54
CC(C)(C)C(=O)NCc1ccc(C(=O)CN2C(=O)NC3(CCCC3)C2=O)s1	0.8	62
O=C(c1cc(=O)[nH]c2ccccc12)N1CCN(Cc2ccc3c(c2)OCO3)CC1	-0.1	63
O=S(=O)(c1ccccc1Br)N(CC(O)COCc1ccccc1)C1CC1 (stereo not drawn)	1.3	51
N#Cc1ccc(CN2CCN(C(=O)CN3C(=O)NC4(CCCC4)C3=O)CC2)cc1	-0.1	66
CC[C@@H]1C(c2ccccc2)=NN(c2ccccc2)[C@H]1C(=O)N1CCOC1=O	2.1	43
Cn1c(N)c(C(=O)COC(=O)CC(NC(N)=O)c2ccc(Cl)cc2)c(=O)n(C)c1=O (stereo not drawn)	0.1	60
CCOC(=O)C1=CNS(=O)(=O)NC1CCc1ccccc1 (stereo not drawn)	1.2	68
CCOC(=O)[C@H]1[C@H]2COc3ccccc3[C@@H]2N2C(=O)c3cc(Br)ccc3NC(=O)[C@@]12C	-3.0	76
O=C1OCCN1C(=O)[C@H]1[C@H](c2ccc(Cl)cc2)C(c2ccccc2)=NN1c1ccccc1	11	61
O=C(OCC(=O)N1CCCCC1)c1n[nH]c(=O)c2ccccc12	-0.5	57
CCCCCCC(NC(=O)c1ccc(C)cc1)C(=O)O (stereo not drawn)	-0.3	62
CC[C@]1(C(=O)OC)[C@H]2C(=O)N(C)C(=O)[C@H]2[C@H]2CN(C)C(=NC)N21	-0.6	73
CNc1snc(C)c1C(=O)OC(C)C(=O)NCc1ccccc1 (stereo not drawn)	-0.4	58

Quoted from the listing.
CC[C@]12c3[nH]c4ccc(OC)cc4c3CCN1C(=O)C(CC(=O)NCc1ccco1)C[C@@H]2C(=O)N1CCN(C(=O)c2ccco2)CC1 (stereo partly drawn) in NTR1 agonist shows 1.5
CC(C)(C)C(=O)NCc1ccc(C(=O)CN2C(=O)NC3(CCCC3)C2=O)s1 in NTR1 agonist cell count 20 µM shows 62
CC[C@]1(C(=O)OC)[C@H]2C(=O)N(C)C(=O)[C@H]2[C@H]2CN(C)C(=NC)N21 in NTR1 agonist shows -0.6
Cc1nn(Cc2ccccc2)c(C)c1CNC(=O)CN=C1NS(=O)(=O)c2ccccc21 in NTR1 agonist cell count 20 µM shows 50
COc1cc(OC)c2c(-c3ccccc3)cc(=O)oc2c1C(CCN1CCOCC1)c1ccc(N(C)C)cc1 (stereo not drawn) in NTR1 agonist shows 3.2
O=C(O)c1cc(N/C(=N\S(=O)(=O)c2ccc(F)cc2)c2ccccc2)ccc1O in NTR1 agonist shows -1.8
Cn1c(N)c(C(=O)COC(=O)CC(NC(N)=O)c2ccc(Cl)cc2)c(=O)n(C)c1=O (stereo not drawn) in NTR1 agonist shows 0.1

Additional structures.
SMILES	NTR1 agonist	NTR1 agonist cell count 20 µM
COC(=O)C1=C(C)NC(C)=C(C(=O)OC)C1C(=O)OCC(=O)N1CCCCC1C (stereo not drawn)	-0.2	58
O=C(COC(=O)c1cnccn1)NCCc1ccc(Cl)cc1	1.4	59
CCCC(=O)Nc1ccc(C(=O)COC(=O)c2c(C)noc2C)cc1	2.3	60
Cc1ccc(NC(=O)c2ncn(CC(=O)NCc3ccc4[nH]ccc4c3)n2)cc1C	1.6	57
O=C(COC(=O)c1ccccc1O)NC(=O)NCc1ccccc1	-0.1	66
COc1ccc(C)cc1NC(=O)CSCc1cc(=O)n2c(C)csc2n1	-0.4	54
COc1ccc(C(CNC(=O)COc2ccc(F)cc2Cl)N2CCOCC2)cc1 (stereo not drawn)	1.5	99
CCOc1cc(N2CCOCC2)c(OCC)cc1NC(=O)c1c(C)noc1C	1.0	57
Cc1ccc(S(=O)(=O)N2CCOCC2)cc1C(=O)OC1CCOC1=O (stereo not drawn)	-0.9	60
Cc1ccc(S(=O)(=O)N2CCOCC2)cc1NC(=O)COC(=O)c1cnc(Cl)c(Cl)c1	5.9	53
CC(CNC(=O)CN1C(=O)NC2(CCCCC2C)C1=O)c1ccccc1 (stereo not drawn)	-0.1	65
CC(Sc1nnc(C2CC2)n1C1CC1)C(=O)NCc1cccs1 (stereo not drawn)	0.1	80
CCOC(=O)C1=CN(Cc2cccc(Br)c2)S(=O)(=O)NC1C (stereo not drawn)	-0.1	50
CC1CCCCC1NC(=O)NC(=O)COC(=O)c1ccc(OC(F)F)cc1 (stereo not drawn)	3.4	79
O=C(Cc1cccs1)Nc1ccc(Cl)c(S(=O)(=O)N2CCOCC2)c1	1.3	41
COc1cc(CCC(=O)OCC(=O)Nc2sccc2C(N)=O)cc(OC)c1OC	1.4	67
COc1ccc(CNC(=O)CN2C(=O)NC3(CCCc4sccc43)C2=O)cc1 (stereo not drawn)	-0.5	66
CC(C)N(C(=O)[C@H]1C[C@H](CC(=O)NCCCN(C)C)C(=O)N2CCc3c([nH]c4cc(CCC(=O)N(C)C)ccc34)[C@]12C)C(C)C	0.6	61
COc1ccc2[nH]c3c(c2c1)CCN1C(=O)C(CC(=O)NC(C)(C)C)C[C@H](C(=O)N(C(C)C)C(C)C)[C@@]31C (stereo partly drawn)	0.4	68
COCCCN(C(=O)c1cc(Cl)nc2ccccc12)c1c(N)n(Cc2ccccc2)c(=O)[nH]c1=O	-1.3	48
Cc1c(C(=O)NCc2ccco2)oc2ccc(Br)cc12	1.0	74
O=C(C[C@H]1C[C@H](C(=O)N2CCCCC2)[C@@]2(CCc3ccccc3)c3[nH]c4ccc(Cl)cc4c3CCN2C1=O)NCCC1=CCCCC1	0.8	60
COCCCNC(=O)CC1C[C@H](C(=O)N2CCOCC2)[C@@]2(CCC3CCCC3)c3[nH]c4ccc(OC)cc4c3CCN2C1=O (stereo partly drawn)	-0.5	45
C=C(NS(=O)(=O)c1ccc(C)cc1)C(=O)OC	2.1	62
CCN1C(=O)[C@H]2[C@H]3CN=C(SCc4ccc(Cl)cc4)N3[C@@](CC)(C(=O)OC)[C@H]2C1=O	0.1	48
O=C(N[C@@H](Cc1c[nH]c2ccccc12)C(=O)O)OCC1c2ccccc2-c2ccccc21	0.4	64
COc1cccc(N2CCN(CC(=O)NC(=O)NC3CCCCC3)CC2)c1	0.0	47
CCCCN(C(=O)C1CC(=O)N(c2ccc(C)cc2)C1)c1c(N)n(CCC)c(=O)[nH]c1=O (stereo not drawn)	2.5	65
O=C(COC(=O)Cc1ccc(F)cc1)NC1CCCCCC1	1.1	62
Cc1cc(C)c(OCC(=O)Nc2nnc(C3CC3)s2)c(C)c1	1.5	67
CCc1nc2ccccc2c(C(=O)OCC(=O)N(CC(C)C)c2c(N)n(Cc3ccccc3)c(=O)[nH]c2=O)c1C	0.2	53
CC(=O)N1CCN(S(=O)(=O)c2cccc(C(=O)N(C)Cc3ccc(C)o3)c2)CC1	1.0	60
CN(Cc1ccco1)C(=O)CN1C(=O)NC(c2ccccc2)(c2ccccc2)C1=O	-0.1	59
COc1ccc(S(=O)(=O)N2CCCCC2)cc1NC(=O)Cc1cccc(C(F)(F)F)c1	1.7	59
CCCCCCN(C(=O)CCCN1C(=O)NC(c2ccc(-c3ccccc3)cc2)C(C(=O)OCc2ccccc2)=C1C)C(C)C(=O)NCCCC (stereo not drawn)	-0.3	53
CCOC(=O)C1=CN(CC)S(=O)(=O)NC1c1ccc2ccccc2c1 (stereo not drawn)	1.8	49
N#Cc1ccccc1S(=O)(=O)N1CCNS(=O)(=O)c2ccccc21	-1.2	43
CCN(CC)S(=O)(=O)c1cccc(NC(=O)CN2C(=O)NC3(CCC(C)CC3)C2=O)c1 (stereo not drawn)	-0.2	49
COC(=O)[C@@]1(C)[C@H]2C(=O)N(C)C(=O)[C@H]2[C@H]2CN(C)C(=NC3CCCCC3)N21	2.1	48
CC[C@]1(C(=O)OC)[C@H]2C(=O)N(C)C(=O)[C@H]2[C@H]2CN=C(SCc3ccc(C)cc3)N21	0.0	51

A second format for two compounds above.
| Compound | NTR1 agonist | NTR1 agonist cell count 20 µM |
| --- | --- | --- |
| CCc1nc2ccccc2c(C(=O)OCC(=O)N(CC(C)C)c2c(N)n(Cc3ccccc3)c(=O)[nH]c2=O)c1C | 0.2 | 53 |
| CC(=O)N1CCN(S(=O)(=O)c2cccc(C(=O)N(C)Cc3ccc(C)o3)c2)CC1 | 1.0 | 60 |

The list goes on:
SMILES	NTR1 agonist	NTR1 agonist cell count 20 µM
CCN(C(=O)c1cccs1)C1CCS(=O)(=O)C1 (stereo not drawn)	-0.5	71
Cc1occc1-c1nnc(SCC(=O)N2CCCCC2)n1C	-0.1	61
CCOc1ccccc1NC(=O)COC(=O)c1c[nH]c2ccccc12	0.7	52
COC(=O)c1ccc(COC(=O)C(NC(=O)Cc2ccccc2)C(C)C)cc1 (stereo not drawn)	0.1	64
C[C@@H]1C(c2ccc(F)cc2)=NN(c2ccccc2)[C@H]1C(=O)N1CCOC1=O	1.6	57
O=C1CCc2cc(S(=O)(=O)NCc3ccc(F)cc3)cc3c2N1CC3	1.8	48
C#CCN1Cc2ccccc2Oc2cc(Br)ccc2S1(=O)=O	1.6	60
CCN(CC)C(=O)[C@H]1C[C@H](CC(=O)NCC23CC4CC(CC(C4)C2)C3)C(=O)N2CCc3c([nH]c4ccc(Cl)cc34)[C@]12C	11	80
CC[C@]12c3[nH]c4ccc(Cl)cc4c3CCN1C(=O)[C@@H](CC(=O)NCCCOC)C[C@@H]2C(=O)N1CCN(C(=O)c2ccco2)CC1	1.2	53
O=C(COC(=O)COc1ccc(Cl)cc1)Nc1ncc(Br)s1	-0.7	56
CCN(C(=O)CSc1nnnn1C)C1CCS(=O)(=O)C1 (stereo not drawn)	0.0	63
Cc1cccc(NC(=O)CNC(=O)CSc2nc(N)cc(N)n2)c1C	1.5	56
CCOc1ccc(NS(=O)(=O)c2cc(C(=O)N3CCN(c4ccccc4O)CC3)ccc2Cl)cc1	1.6	66
CC(=O)c1c(C)[nH]c(C(=O)CN2C(=O)NC3(CCCCC3C)C2=O)c1C (stereo not drawn)	-0.8	68
Cc1cccc(NS(=O)(=O)c2ccc(C)c(C(=O)NCCCN3CCOCC3)c2)c1	0.1	85
CC(C)CNC(=O)CSc1ccc(S(=O)(=O)N(C)C2CCCCC2)cn1	0.2	55
CC(C)N(C(=O)[C@H]1C[C@H](CC(=O)NCCC2=CCCCC2)C(=O)N2CCc3c([nH]c4cc(-c5ccco5)ccc34)[C@]12C)C(C)C	4.6	58
Cc1ccc(C(C)C)c2oc(=O)cc(-c3ccc(-c4ccc(C(F)(F)F)cc4)cc3)c12	1.5	50
CCCCCC1C(=O)C[C@@H]2CCN3C(=O)CCC[C@H]1[C@H]23 (stereo partly drawn)	0.8	59
CCOc1ccc(NC(=O)COC(=O)C2CCC(=O)N2)c([N+](=O)[O-])c1 (stereo not drawn)	-0.2	62
CCN(C(=O)COC(=O)[C@H](C)N=C1NS(=O)(=O)c2ccccc21)C1CCS(=O)(=O)C1 (stereo partly drawn)	0.1	59
O=C(Nc1ccc(N2CCOCC2)cc1)C1=NN(c2ccccc2)C(=O)CC1	0.1	65
CC(C)(O)C#Cc1ccc(CNC[C@H]2O[C@@H](n3cnc4c(N)ncnc43)[C@H](O)[C@@H]2O)s1	-0.6	46
Cc1ccc(NC(=O)c2ncn(CC(=O)N[C@H](C)c3cccc4ccccc34)n2)cc1C	2.8	70
COc1ccc(S(=O)(=O)N2CCN(C(=O)[C@@H]3CCCN3C(=O)c3cccs3)CC2)cc1	0.5	77
CC(=O)c1ccc(S(=O)(=O)N2CCN(c3nn(C)c(=O)n(C)c3=O)CC2)cc1	-0.3	77
C[C@]12c3[nH]c4cc(-c5ccco5)ccc4c3CCN1C(=O)[C@@H](CC(=O)NCc1ccco1)C[C@@H]2C(=O)N1CCOCC1	1.2	52
CC[C@]12c3[nH]c4ccc(Cl)cc4c3CCN1C(=O)[C@@H](CC(=O)NCC13CC4CC(CC(C4)C1)C3)C[C@@H]2C(=O)N1CCN(C(=O)c2ccco2)CC1	11	62
CC(C)c1ccc(S(=O)(=O)N2CCN(C(=O)[C@@H]3CCCN3C(=O)c3cccs3)CC2)cc1	0.6	56
CC(Oc1ccccc1)C(=O)Nc1ccc(F)c(S(=O)(=O)N2CCOCC2)c1 (stereo not drawn)	-0.3	66
COC(=O)C1(CC2CC(c3ccc(Cl)cc3)=NO2)CCN(C(=O)OC(C)(C)C)CC1 (stereo not drawn)	-3.3	72
COc1ccccc1C(=O)Nc1ccc(C)c(S(=O)(=O)N2CCCCC2)c1	2.1	69
Cc1onc(-c2c(F)cccc2Cl)c1C(=O)N1CCCC1	1.0	44
O=S(=O)(c1ccccc1Br)N(Cc1ccccc1)CC(O)COCc1ccccc1 (stereo not drawn)	2.0	56
Cn1c(N)c(C(=O)CSc2nnc(-c3cccs3)n2C2CC2)c(=O)[nH]c1=O	0.1	69
